Bioassay records: PubChem, several laboratories
human PMI inhibitors = MPI inhibition at elevated mannose 6-phosphate – biochemical, fluorescence intensity, high mannose 6-phosphate, primary screen (AID 1220) | one-dose inhibition, % at 20 µM; IC50 in µM for titrated hits | hit rate 0.66% among 190,000 | recombinant PMI enzyme, coupled fluorescence intensity; higher % means a stronger effect
PMI inhibitors = inhibitors of human PMI, primary screen, biochemical, fluorescence intensity, coupled assay (AID 1209). purified PMI enzyme, coupled fluorescence intensity; higher % means a stronger effect. one-dose inhibition, % at 20 µM; IC50 in µM for titrated hits. hit rate 0.42% among 190,000;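 note: plate controls were DMSO vehicle for no effect and wells lacking substrate for full effect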
Dynein cargo inh = blocks dynein driven cargo transport along microtubules. hit rate 0.47% among 220,000. AID 1381. 3617.4 mouse cells, GR-EGFP nuclear translocation imaging; test concentration mostly 20 µM; stimulated with dexamethasone, 1 µM; active compounds read low. z-score, hits read low;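 active = plate z-score of nuclear minus cytoplasmic receptor signal below a set negative limit, without overly bright fluorescence or cell loss, cut at about -3.5 in these data, passing the limit was not always enough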;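 note: z-score of nuclear minus cytoplasmic ring GR-EGFP intensity difference per well; some compounds called inactive have numbers as strong as hits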
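Buffer or medium: tetracycline-free induction medium containing charcoal-stripped FBS / Reagent: dexamethasone agonist, 1.0 µM final, for 30 min / Technique: automated 10x imaging of fixed Hoechst-stained cells / Times: induction 48 h, compound 1 h, agonist 30 min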
MT stabilize HCS = microtubule stabilization, imaging screen. AID 2205. % tubulin-high responders, % at 10 µM. hit rate 0.83% among 200,000. HeLa tubulin immunostaining HCS, 24 h; share of cells brighter than vehicle mean+2SD;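 active = plate Z-score above 3 for both tubulin-high and condensed-nucleus cell shares, with cell loss under 80%, at 10 µM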;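 note: anti alpha tubulin signal scored within the nucleus-defined area of each cell; some results filed as inactive read as strong as hits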
Autophagy HCS = autophagy modulation, high-content screen. MEF GFP-LC3 puncta imaging; test concentration mostly 10 µM. hit rate 0.98% among 190,000. calls only at 10 µM (by protocol);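 active = percentage of spot-positive cells more than 3 SD above its plate mean, without a fluorescence outlier flag or 80% toxicity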;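 note: spot-positive cell cutoff set from DMSO-treated cells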
WT yeast gro inh = growth inhibition of WT yeast, mitochondrial fusion screen | mitochondrial fusion phenotypic screen, WT strain | inhibition, % at 10 µM | hit rate 2.1% among 190,000 | AID 1362; in the data active = inhibition above about 58%; tested in S. cerevisiae
b-catenin transl = modulators of beta-catenin nuclear translocation | nuclear translocation activity, % at 5 µM | hit rate 0.3% among 190,000 | HeLa beta-catenin nuclear translocation, immunofluorescence imaging | AID 1665;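 active = nuclear translocation activity above 50% at 5 µM, with a well cell count of 50 or more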;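 note: per-cell ratio of nuclear to cytoplasmic median beta-catenin stain intensity; plate controls were DMSO negative control for no effect and GSK-3 inhibitor IX positive control for full effect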
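Test system: human HeLa cell line; Doses: 5 µM primary, 0.02–20 µM confirmation; Incubation: 24 h compound exposure, 37°C; Detection: beta-catenin immunofluorescence imaging with DAPI; Read-out: beta-catenin nuclear/cytoplasmic ratio, % activation.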
Insulin prom up = MIN6 insulin promoter up-regulation. hit rate 0.3% among 190,000. z-score at 5 µM. MIN6 insulin promoter-GFP reporter, high-content imaging; active compounds read high;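 active = z-score above 3 at 5 µM with at least 500 cells counted in the well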
Yfh1-depleted yeast = enhancers of respiration in Yfh1-depleted yeast, dose response, Friedreich's ataxia, plus single-dose screen (AID 1465); hit rate 0.074% among 220,000; S. cerevisiae Yfh1-off respiration, WST-1 reduction, 72 h; higher fold induction means a stronger effect; fold induction at 50 µM; hits with a dose series show EC50 in µM;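 active = fold induction of absorbance versus untreated yeast above a set limit, then at least 30% activation at any dose in follow-up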;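 note: activators that raise dye reduction in frataxin-depleted yeast; strong numbers were not always called active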
WT yeast gro inh mutant strain = also measured in WT yeast gro inh; calls as there; inhibition, %; mitochondrial fusion phenotypic screen, mutant strain inhibition
Dynein cargo inh cytoplasmic EGFP = second read-out of Dynein cargo inh, no call of its own (marks repeat the call); z-score; measured here: cytoplasmic GR-EGFP intensity; active compounds read high
Dynein cargo inh nuclear GR-EGFP = also measured in Dynein cargo inh; calls as there; z-score; measured here: nuclear GR-EGFP intensity;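 lower value marks the stronger effect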
Dynein cargo inh cell count = also measured in Dynein cargo inh; calls as there; z-score; measured here: cell count per field
Insulin prom up cell count = recorded beside Insulin prom up, whose call it bears; cell count; measured here: cytotoxicity, nuclei count;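 total cells summed across four imaged fields per well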
b-catenin transl cell count 5 µM = recorded beside b-catenin transl, whose call it bears; cell count; measured here: cell count, cytotoxicity flag
MT stabilize HCS Hoechst-high % = also measured in MT stabilize HCS; calls as there; % Hoechst-high responders; measured here: nuclear condensation Hoechst responders;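 share of cells brighter than vehicle mean plus two SD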
MT stabilize HCS cytotoxicity % = second read-out of MT stabilize HCS, no call of its own (marks repeat the call); toxicity, %; measured here: cytotoxicity by cell density;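 0% = mean cell density of plate MIN control wells and 100% = no cells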
Autophagy HCS cell loss 18 h = also measured in Autophagy HCS; calls as there; toxicity, %; measured here: cell loss, nuclei count;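 cell loss after 18 h compound exposure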
* hit, by the source's call. Cut-off read from the data, not from the text of the source, unless noted: active = inhibition above about 50%; inactive = the rest.

Results for Cc1ccc(C(=O)Oc2ccc(C(=O)COC(=O)c3cnccn3)cc2)cc1 ?
human PMI inhibitors: -12%; PMI inhibitors: -15%; Dynein cargo inh: -1.1; MT stabilize HCS: 1.8; Autophagy HCS: inactive; WT yeast gro inh: 18; Yfh1-depleted yeast: inactive; WT yeast gro inh mutant strain: -7; Dynein cargo inh cytoplasmic EGFP: 0.053; Dynein cargo inh nuclear GR-EGFP: -0.25; Dynein cargo inh cell count: 0.91; MT stabilize HCS Hoechst-high %: 1.7; MT stabilize HCS cytotoxicity %: 5.9; Autophagy HCS cell loss 18 h: -15

Results for C=CCOc1c(CNc2cccc(C(=O)O)c2)cccc1OCC ?
human PMI inhibitors: -4%; PMI inhibitors: 1%; Dynein cargo inh: -0.57; MT stabilize HCS: 1.9; Autophagy HCS: inactive; WT yeast gro inh: 51; b-catenin transl: -1.7; Insulin prom up: -0.39; Yfh1-depleted yeast: inactive; WT yeast gro inh mutant strain: 45; Dynein cargo inh cytoplasmic EGFP: -0.16; Dynein cargo inh nuclear GR-EGFP: -0.43; Dynein cargo inh cell count: 0.15; Insulin prom up cell count: 1609; b-catenin transl cell count 5 µM: 1353; MT stabilize HCS Hoechst-high %: 1.2; MT stabilize HCS cytotoxicity %: 6.2; Autophagy HCS cell loss 18 h: -9

How did CCOC(=O)CN(C(=O)CSc1nnc2c(n1)[nH]c1c(C)cc(C)cc12)c1ccccc1 do in these assays?
human PMI inhibitors: 2%; PMI inhibitors: 8%; Dynein cargo inh: -0.1; MT stabilize HCS: 1.3; Autophagy HCS: inactive; WT yeast gro inh: 6; Insulin prom up: -0.06; Yfh1-depleted yeast: inactive; WT yeast gro inh mutant strain: 5; Dynein cargo inh cytoplasmic EGFP: -0.34; Dynein cargo inh nuclear GR-EGFP: 6.7e-05; Dynein cargo inh cell count: 0.27; Insulin prom up cell count: 1000; MT stabilize HCS Hoechst-high %: 1.5; MT stabilize HCS cytotoxicity %: 7.2; Autophagy HCS cell loss 18 h: -5

What do the screens show for `O=C(c1cccc(F)c1)N1CCN(c2ccc([N+](=O)[O-])c(N3CCOCC3)c2)CC1`?
human PMI inhibitors: -2%; PMI inhibitors: -1%; Dynein cargo inh: 0.39; MT stabilize HCS: 1.7; Autophagy HCS: inactive; WT yeast gro inh: -14; b-catenin transl: -3.8; Insulin prom up: -0.13; Yfh1-depleted yeast: inactive; WT yeast gro inh mutant strain: 2; Dynein cargo inh cytoplasmic EGFP: -0.18; Dynein cargo inh nuclear GR-EGFP: 0.37; Dynein cargo inh cell count: -1.4; Insulin prom up cell count: 1437; b-catenin transl cell count 5 µM: 584; MT stabilize HCS Hoechst-high %: 1.8; MT stabilize HCS cytotoxicity %: 9.5; Autophagy HCS cell loss 18 h: 0

What do the screens show for `O=C(Cn1nnc(-c2ccccc2-n2cnnn2)n1)NCc1ccccc1`?
human PMI inhibitors: 5%; PMI inhibitors: 9%; Dynein cargo inh: 0.59; MT stabilize HCS: 2.5; Autophagy HCS: inactive; WT yeast gro inh: -16; b-catenin transl: -8.3; Insulin prom up: 1.9; Yfh1-depleted yeast: inactive; WT yeast gro inh mutant strain: -29; Dynein cargo inh cytoplasmic EGFP: -0.14; Dynein cargo inh nuclear GR-EGFP: 0.39; Dynein cargo inh cell count: -0.55; Insulin prom up cell count: 958; b-catenin transl cell count 5 µM: 1082; MT stabilize HCS Hoechst-high %: 2.0; MT stabilize HCS cytotoxicity %: 6.9; Autophagy HCS cell loss 18 h: -9

Results for O=C(O)CC1(CC(=O)NCc2cc(F)cc3c2OCOC3)CCCCC1 ?
Dynein cargo inh: -0.59; b-catenin transl: -0.9; Insulin prom up: 1.8; Yfh1-depleted yeast: inactive; Dynein cargo inh cytoplasmic EGFP: -0.2; Dynein cargo inh nuclear GR-EGFP: -0.55; Dynein cargo inh cell count: 0.95; Insulin prom up cell count: 1346; b-catenin transl cell count 5 µM: 1310

What do the screens show for `O=C(Nc1ccccc1SCC1CSc2nc3ccccc3c(=O)n21)c1ccccc1` (stereo unspecified)?
human PMI inhibitors: 0%; PMI inhibitors: 5%; Dynein cargo inh: -0.66; MT stabilize HCS: 0.3; Autophagy HCS: inactive; WT yeast gro inh: 11; b-catenin transl: -3.7; Insulin prom up: 0.07; Yfh1-depleted yeast: inactive; WT yeast gro inh mutant strain: 19; Dynein cargo inh cytoplasmic EGFP: -0.2; Dynein cargo inh nuclear GR-EGFP: -0.6; Dynein cargo inh cell count: 0.64; Insulin prom up cell count: 1774; b-catenin transl cell count 5 µM: 1163; MT stabilize HCS Hoechst-high %: 1.6; MT stabilize HCS cytotoxicity %: 9.1; Autophagy HCS cell loss 18 h: -7

How did COC(=O)c1ccccc1NC(=O)CSc1[nH]c(=O)cc(C)c1C#N do in these assays?
human PMI inhibitors: 3%; PMI inhibitors: 2%; Dynein cargo inh: 0.13; MT stabilize HCS: 2.0; Autophagy HCS: inactive; WT yeast gro inh: -16; b-catenin transl: -0.2; Insulin prom up: -0.7; Yfh1-depleted yeast: inactive; WT yeast gro inh mutant strain: 3; Dynein cargo inh cytoplasmic EGFP: 0.0077; Dynein cargo inh nuclear GR-EGFP: 0.62; Dynein cargo inh cell count: -0.39; Insulin prom up cell count: 1501; b-catenin transl cell count 5 µM: 1003; MT stabilize HCS Hoechst-high %: 1.7; MT stabilize HCS cytotoxicity %: 7.4; Autophagy HCS cell loss 18 h: 6

What do the screens show for `Cn1c2ccccc2c(=O)c2c(=O)n(Cc3ccco3)c(-c3ccc(Cl)cc3Cl)nc21`?
Dynein cargo inh: -2.4; b-catenin transl: -4.2; Insulin prom up: -0.51; Yfh1-depleted yeast: inactive; Dynein cargo inh cytoplasmic EGFP: 0.084; Dynein cargo inh nuclear GR-EGFP: -1.5; Dynein cargo inh cell count: 0.56; Insulin prom up cell count: 1470; b-catenin transl cell count 5 µM: 1207

What do the screens show for `COc1cc(C2C(C#N)=C(N)Oc3cc(C)oc(=O)c32)ccc1OC(=O)N1CCOCC1` (stereo unspecified)?
human PMI inhibitors: -1%; PMI inhibitors: 6%; Dynein cargo inh: -0.41; MT stabilize HCS: 4.0; Autophagy HCS: inactive; WT yeast gro inh: 14; Insulin prom up: 1; Yfh1-depleted yeast: inactive; WT yeast gro inh mutant strain: 15; Dynein cargo inh cytoplasmic EGFP: -0.2; Dynein cargo inh nuclear GR-EGFP: 0.027; Dynein cargo inh cell count: 0.21; Insulin prom up cell count: 1320; MT stabilize HCS Hoechst-high %: 2.7; MT stabilize HCS cytotoxicity %: 8.7; Autophagy HCS cell loss 18 h: 16

What do the screens show for `COc1ccc(CCNC(=O)CSc2ccc(-c3ccco3)nn2)cc1OC`?
human PMI inhibitors: -1%; PMI inhibitors: -16%; Dynein cargo inh: 1; MT stabilize HCS: 3.1; Autophagy HCS: inactive; WT yeast gro inh: -5; b-catenin transl: 0.5; Insulin prom up: -0.34; Yfh1-depleted yeast: inactive; WT yeast gro inh mutant strain: -14; Dynein cargo inh cytoplasmic EGFP: -0.14; Dynein cargo inh nuclear GR-EGFP: 0.44; Dynein cargo inh cell count: -0.37; Insulin prom up cell count: 1179; b-catenin transl cell count 5 µM: 1057; MT stabilize HCS Hoechst-high %: 1.7; MT stabilize HCS cytotoxicity %: 9.9; Autophagy HCS cell loss 18 h: 8

What do the screens show for `S=C(NNc1ccnc2cc(Cl)ccc12)Nc1ccc(Cl)cc1Cl`?
Dynein cargo inh: -0.83; b-catenin transl: -0.4; Insulin prom up: -1.5; Yfh1-depleted yeast: inactive; Dynein cargo inh cytoplasmic EGFP: -0.067; Dynein cargo inh nuclear GR-EGFP: 0.31; Dynein cargo inh cell count: -0.23; Insulin prom up cell count: 983; b-catenin transl cell count 5 µM: 1293

Results for CCOc1ccc(N(CC(=O)Nc2ccc(C)c(C)c2)S(=O)(=O)c2c(C)[nH]c(=O)[nH]c2=O)cc1 ?
Dynein cargo inh: 1.2; b-catenin transl: -0.3; Insulin prom up: 0.24; Yfh1-depleted yeast: inactive; Dynein cargo inh cytoplasmic EGFP: -0.039; Dynein cargo inh nuclear GR-EGFP: 1.3; Dynein cargo inh cell count: -1.1; Insulin prom up cell count: 924; b-catenin transl cell count 5 µM: 1320

What do the screens show for `CCN(CC)S(=O)(=O)c1ccc(C)c(NC(=O)CSc2nc3ccc(C)cc3[nH]2)c1`?
human PMI inhibitors: 16%; PMI inhibitors: 16%; Dynein cargo inh: -1.3; MT stabilize HCS: 2.4; Autophagy HCS: inactive; WT yeast gro inh: -6; b-catenin transl: 9.8; Insulin prom up: -0.86; Yfh1-depleted yeast: inactive; WT yeast gro inh mutant strain: 2; Dynein cargo inh cytoplasmic EGFP: -0.29; Dynein cargo inh nuclear GR-EGFP: -0.81; Dynein cargo inh cell count: 0.75; Insulin prom up cell count: 1251; b-catenin transl cell count 5 µM: 782; MT stabilize HCS Hoechst-high %: 5.5; MT stabilize HCS cytotoxicity %: 7.3; Autophagy HCS cell loss 18 h: 2

How did CCOCCCNC(=O)CS(=O)(=O)Cc1nc(-c2cccc(OC)c2)oc1C do in these assays?
human PMI inhibitors: 9%; PMI inhibitors: 12%; Dynein cargo inh: 0.34; MT stabilize HCS: 2.8; Autophagy HCS: inactive; WT yeast gro inh: 5; b-catenin transl: -1.6; Insulin prom up: 0.15; Yfh1-depleted yeast: inactive; WT yeast gro inh mutant strain: 9; Dynein cargo inh cytoplasmic EGFP: -0.28; Dynein cargo inh nuclear GR-EGFP: -0.66; Dynein cargo inh cell count: 0.17; Insulin prom up cell count: 1742; b-catenin transl cell count 5 µM: 1036; MT stabilize HCS Hoechst-high %: 1.8; MT stabilize HCS cytotoxicity %: 12; Autophagy HCS cell loss 18 h: 3
